# Bioassay records from PubChem.
# USP2a block = qHTS Assay for Inhibitors of Ubiquitin-specific Protease USP2a Using CHOP2 as the Reporter. AID 463254, 2010. Potency, µM (doses to about 38.3 µM), for inactives: at the highest dose activity change, negative = inhibition, most hits filed as inhibitors. USP2 core, Ub-CHOP2 coupled fluorogenic reporter, 485/531. Ubiquitin carboxyl-terminal hydrolase 2 (Homo sapiens), O75604. actives 0.01% (n = 330,000);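 further: potency means the concentration at half of the fitted maximal effect; plate controls were DMSO wells for no effect and full inhibition by NEM control for full effect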
# Target sequence (O75604 whole entry, looked up): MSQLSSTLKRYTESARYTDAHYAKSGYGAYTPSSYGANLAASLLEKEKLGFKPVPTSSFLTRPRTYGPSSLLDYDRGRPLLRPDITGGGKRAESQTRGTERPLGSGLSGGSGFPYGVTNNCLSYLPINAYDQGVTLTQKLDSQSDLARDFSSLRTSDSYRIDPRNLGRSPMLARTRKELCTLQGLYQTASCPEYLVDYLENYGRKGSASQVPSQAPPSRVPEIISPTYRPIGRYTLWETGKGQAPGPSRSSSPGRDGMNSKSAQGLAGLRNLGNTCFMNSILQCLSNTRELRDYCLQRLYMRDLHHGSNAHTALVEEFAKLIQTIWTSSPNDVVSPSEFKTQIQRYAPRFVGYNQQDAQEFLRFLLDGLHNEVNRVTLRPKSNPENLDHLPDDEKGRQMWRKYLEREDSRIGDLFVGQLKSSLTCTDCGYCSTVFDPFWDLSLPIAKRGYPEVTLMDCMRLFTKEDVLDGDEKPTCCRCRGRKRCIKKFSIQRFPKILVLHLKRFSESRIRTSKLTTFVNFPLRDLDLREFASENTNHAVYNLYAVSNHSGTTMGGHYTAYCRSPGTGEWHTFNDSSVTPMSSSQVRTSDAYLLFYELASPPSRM
#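 USP2 core (10nM final) preincubated 30min RT with compound in 20mM Tris-HCl pH 8.0, 2mM CaCl2, 2mM beta-mercaptoethanol, 0.05% CHAPS; 25nM Ub-CHOP2 plus 25nM reporter substrate added, fluorescence (Ex485/Em531) read after 60min.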
# BCR signal inh = qHTS Assay to Find Inhibitors of Chronic Active B-Cell Receptor Signaling; ABC-DLBCL IkBa-CBG/CBR reporter, luminescence ratio, 4 h; Potency, µM (titrated, usually from 46.1 µM), for inactives: at the top dose ratio change, negative = lower green/red ratio, hits mostly inhibitors; actives 0.05% (n = 340,000); AID 493014, 2011; active means well fitted inhibition curve with a large enough effect in the signal ratio, with a control signal flat, not every such curve was filed as active; inconclusive means small, poorly fitted or top-dose-only effect, or effect the other way, or a change in a side signal; the % refers to the signal ratio;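 further: potency means the concentration at half of the fitted maximal effect; plate controls were basal doxycycline-induced cells for no effect and cells given 10 µM MG132 for full effect; MG132 reads +100%, hits lower the ratio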
#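 Concentration-response series (up to 46 uM) were applied to TMD8 dual-reporter cells for 4 h at 37C with doxycycline. Green/red ratio, after filter-overlap correction, defined %Activity; red signal alone was normalised to basal cells and zero luminescence.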
# uPA surface inh = qHTS for Inhibitors of Cell Surface uPA Generation. AID 540303, 2011. Potency, µM (titrated, usually from 38.3 µM), for the others: at the top dose activity change, negative = inhibition, hits mostly inhibitors. actives 0.31% (n = 330,000). cell surface uPA generation assay, qHTS; active means well fitted inhibition curve with a large enough effect; inconclusive means small, poorly fitted or top-dose-only effect; inactive means no such curve, though single readings can be large or run the other way; tested in mouse RAW 264.7 cells; further: potency means the concentration at half of the fitted maximal effect; nearly all actives have a fitted effect of over 55% in size
# GALK inhibitor = qHTS Assay for Inhibitors of Human Galactokinase (GALK) | Purified GALK, Kinase-Glo residual ATP luminescence | Potency, µM (series often up to 57.5 µM), for the others: at the top dose activity change, negative = inhibition, actives largely listed as inhibitors | actives 0.007% (n = 270,000); further: potency means the concentration at half of the fitted maximal effect
#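 Kinase-Glo Plus luminescence measured ATP left after a 1 h room-temperature reaction. The reaction used 5 nM GALK, 100 uM galactose and 35 uM ATP at pH 8.0 (20 mM HEPES, 5 mM MgCl2, 60 mM NaCl, 1 mM DTT, 0.01% BSA).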
# Eya2 phos inh = qHTS Assay for Inhibitors of the Phosphatase Activity of Eya2 | Potency, µM (doses to about 76.9 µM), inactives show at the top dose activity, negative = inhibition, most hits filed as inhibitors | Protein phosphatase EYA2 (Homo sapiens), O00167 | AID 488837, 2010 | actives 0.006% (n = 330,000) | recombinant Eya2, OMFP fluorescence dephosphorylation (OMFP is methylfluorescein phosphate); further: potency means the concentration at half of the fitted maximal effect
#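 Eya2 (0.2 uM) preincubated 10 min at ambient with compound, then OMFP substrate added at 50 uM; 10 min reaction in 50 mM HEPES pH 7.5, 50 mM NaCl, 5 uM MgCl2, 0.05% BSA, 1 mM DTT. Fluorescence read at Ex 485/Em 525 nm.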
# B2AR arrestin = qHTS assay of beta-arrestin-biased ligands of beta2-adrenergic receptor. Beta-2 adrenergic receptor (Homo sapiens), P07550. beta-arrestin recruitment to beta2AR, cell-based reporter. Potency, µM (top dose mostly 46.1 µM), inactives show at the top dose activation, hits mostly activators. actives 0.02% (n = 330,000);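 further: potency means the concentration at half of the fitted maximal effect; 0% = DMSO controls and full agonism = EC100 isoproterenol or metaproterenol; nearly all actives have a fitted effect of over 65% in size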
# Target sequence (P07550 whole entry, looked up): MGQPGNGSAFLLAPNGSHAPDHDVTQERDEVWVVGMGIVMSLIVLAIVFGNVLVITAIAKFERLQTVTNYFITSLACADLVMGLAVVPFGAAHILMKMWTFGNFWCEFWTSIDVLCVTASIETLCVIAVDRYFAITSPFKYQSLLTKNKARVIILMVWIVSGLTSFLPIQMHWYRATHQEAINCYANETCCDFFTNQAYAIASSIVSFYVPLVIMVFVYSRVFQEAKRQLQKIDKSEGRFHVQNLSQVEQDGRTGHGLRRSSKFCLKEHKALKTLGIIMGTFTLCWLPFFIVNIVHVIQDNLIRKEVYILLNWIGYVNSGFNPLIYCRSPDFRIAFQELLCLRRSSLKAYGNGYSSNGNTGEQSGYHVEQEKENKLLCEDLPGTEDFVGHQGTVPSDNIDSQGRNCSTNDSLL
# Giardia killer = Small Molecules that selectively kill Giardia lamblia: qHTS; Giardia lamblia trophozoite viability; activity change, % at 7.66 µM, hits read low; actives 0.15% (n = 340,000); in the data active means activity change below about -80%; inconclusive means between about -30% and that limit;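 further: parasites exposed to compound for two days anaerobically before the ATP read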
#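 Viability, read as ATP luminescence: trophozoites at 100 cells/well, compound added, 48 hrs anaerobic at 37 deg C, then 15-30 min room-temperature development before reading.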
# hERG WT inh = qHTS for Inhibitors of KCHN2 3.1: Wildtype qHTS; Voltage-gated inwardly rectifying potassium channel KCNH2 (Homo sapiens), Q12809; U2OS, BacMam KCNH2, thallium flux FluxOr; stronger effect = lower value; activity change, % at 1.84 µM; actives 0.37% (n = 340,000); AID 720551, 2013;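 active means maximum activity change below -70%; inconclusive means maximum activity change between -70% and -50%; inactive means maximum activity change above -50%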
#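 U2OS cells were transduced with wild-type KCNH2 virus (2.03 x 10^8 / mL) for 4 h at room temperature, then cultured overnight at 37 C. Thallium flux was read with FluxOr dye. Rate constants were normalized to DMSO controls.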
# FBPA coupling cs = qHTS Assay for Inhibitors of Fructose-1,6-bisphosphate Aldolase from Giardia Lamblia: Coupling assay counterscreen; coupling enzyme system counterscreen, AmpLite Red fluorescence; activity change, negative = inhibition, % at 58.2 µM, hits read low; actives 0.67% (n = 290,000); in the data active means activity change below about -30%
#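 Counterscreen of the coupled detection system alone, without aldolase: glyceraldehyde-3-phosphate coupling enzymes plus AmpLite Red readout. Compounds at 57.5 uM final, 10 min RT preincubation, 20 min RT reaction, fluorescence 525/598 nm.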
# KCNH2 3.1 inh = qHTS for Inhibitors of KCHN2 3.1: Mutant qHTS; Potassium voltage-gated channel subfamily H member 2, brain isoform KCNH2 3.1 (human); U2OS KCNH2 3.1, thallium flux FluxOr; stronger effect = lower value; activity change, % (tested at about 1.8 µM); actives 0.95% (n = 340,000);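 active means maximum activity change below -70%; inconclusive means maximum activity change from -70% to -50%; inactive means maximum activity change above -50%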;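 further: thallium influx rate constant from kinetic fluorescence after stimulation buffer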
#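 Steps: virus added to U2OS suspension (4 h, RT, dark); medium with 10% FBS added, cells plated, 37 C overnight; FluxOr/Red40 loading buffer 45 min RT; stimulation buffer, 2 min kinetic read; rate constant normalized.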
# PKM2 activator = qHTS Assay for Activators of Human Muscle isoform 2 Pyruvate Kinase; Pyruvate kinase PKM (Homo sapiens), P14618; purified PKM2, Kinase-Glo ATP luminescence, activation; response scale: 0% is enzyme alone, no compound; Potency, µM (top dose mostly 57.5 µM), without a hit: at the highest dose activation, hits mostly activators; actives 0.34% (n = 260,000); AID 1631, 2009; further: potency means the concentration at half of the fitted maximal effect; nearly all actives have a fitted effect of over 55% in size
#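 Purified hPK-M2 (>95%) run at intermediate activity with 0.1 mM ADP and 0.5 mM PEP in 50 mM imidazole pH 7.2, KCl, MgCl2; 1 h room temperature. ATP formed read by Kinase-Glo luminescence; normalized to uninhibited and no-enzyme controls.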
# Numbers without * were called inactive; ? = inconclusive; · = no result given; & = joins results of further samples. Unless noted, the call rests on the fitted dose curve; in most records, active means well fitted curve in the direction sought with a large enough effect; inconclusive means small, poorly fitted or top-dose-only effect, or another doubt; inactive means no such curve, though single readings can be large; an effect the other way counts as inactive or inconclusive. Unless noted, on the % scale 0 is the no-effect control and ±100 the full control effect.
SMILES,USP2a block,BCR signal inh,uPA surface inh,GALK inhibitor,Eya2 phos inh,B2AR arrestin,Giardia killer,hERG WT inh,FBPA coupling cs,KCNH2 3.1 inh,PKM2 activator
CCOC(=O)N1CCN(C(=O)CNC(=O)c2ccc(Cl)cc2Cl)CC1,1%,3%,4%,·,-4%,-0.2%,9,-5,·,7,·
CC(NC(=O)C1(c2cccs2)CCOCC1)c1ccccc1 (stereo unspecified),0%,5%&0%,2%,1%,3%,-1.4%,1,-8,7,·,-7%
Cc1nc2cc(-c3sccc3-n3cccc3)nn2c(C)c1C,-1%,?,-9%,-2%,-12%,-0.3%,-19,4,4,1,-3%
O=C(NNC(=O)C1CC1c1ccccc1)Nc1cccc(Cl)c1 (stereo unspecified),3%,4%,·,1%,5%,-0.1%,-15,10,5,-1,-1%
N#CC(C(=O)NC1CCCCC1)c1nc2ccccc2nc1N1CCN(c2ccccc2F)CC1 (stereo unspecified),1%,-1%,6%,1%,0%,-0.3%,-11,-1,-20,-5,4%
COc1ccc(-c2nc3n(c2C)CCC3)cc1,0%,0%,1%,-1%,-13%,-0.6%,2,-4,0,5,1%
COc1cccc(NC(=O)CSc2ccc3nnc(-c4cccnc4)n3n2)c1,0%,-4%,7%,-6%,1%,12%,10,-9,0,-5,30%
CCCCc1nnc(NC(=O)CCN2C(=O)C3CC=CCC3C2=O)s1 (stereo unspecified),2%,-1%,-6%,·,5%,3.5%,0,-2,·,-4,·
O=C1Nc2ccccc2C(O)(C(=O)NC2CC2)N1c1ccc(Cl)c(Cl)c1 (stereo unspecified),2%,0%,-5%,3%,-2%,-2.7%,-7,-9,0,-22,-4%
c1cn(-c2ccc(-c3ccnc4ncnn34)cc2)cn1,0%,-3%,0%,-1%,4%,-1.1%,-1,14,1,21,-21%
COC(=O)COc1ccc2c(c1C)O/C(=C\c1ccco1)C2=O,2%,0%,3%,0%,-3%,1.0%,6,19,1,7,·
CC1(C)CC(=O)C=C(NNC(=O)OC(C)(C)C)C1,4%,1%,-3%,1%,-14%,0.4%,14,-1,0,2,-1%
CCC(CC)c1nnc(NC(=O)/C=C/c2ccco2)s1,0%,7%,-6%,1%,0%,-0.9%,-13,9,0,1,-11%
CCCCC(=O)NC(=S)Nc1cc(C(=O)O)ccc1OC,2%,?,5%,-1%,-2%,-0.1%,-20,-5,2,1,4%
Cc1cc(Cl)c(S(=O)(=O)Nc2ccc3c(c2)OCO3)cc1OCC(=O)NC1CCCCC1,0%,-17%,1%,0%,7%,-0.8%,9,-5,5,-19,8%
COC(=O)C1CCN(C(=O)C2CCC(=O)N(CCCc3ccccc3)C2)CC1 (stereo unspecified),1%,3%,-6%,1%,4%,-0.4%,13,3,1,3,·
CC(C)(C)C(=O)Nc1ccc(C(=O)COC(=O)C2=COCCO2)cc1,1%,-11%,6%,·,?,-0.1%,14,-7,·,-9,·
C=CCCC(=O)Nc1nc(C)c(-c2csc(Nc3cccc(OC)c3)n2)s1,3%,?,-9%,0%,3%,-0.1%,11,3,1,-4,-1%
Cc1ccc(-n2ncc3c(SCc4ccccn4)ncnc32)c(C)c1,2%,2%,-10%,13%,-9%,-0.1%,-5,-2,0,4,-2%
O=C(CN(Cc1ccccc1Cl)S(=O)(=O)c1ccc(Cl)cc1)N/N=C/c1ccc(C(=O)O)cc1,2%,?,-4%,-7%,-3%,-0.2%,7,3,·,-7,·
CCOP(=O)(OCC)C(Nc1ccccc1)c1ccc2c(c1)OCO2 (stereo unspecified),1%,-1%,4%,3%,-6%,-0.5%,8,-7,1,7,-11%
CCOC(=O)c1ccc(CNC(=O)CCC(=O)O)cc1,-1%,-10%,-2%,-2%,-6%,-0.1%,9,2,1,0,-2%
CC1CCCCC1NC(=O)COC(=O)/C=C/c1ccco1 (stereo unspecified),-5%,1%,8%,·,6%,-0.4%,-14,-12,·,-23,·
O=C1CCCC2=C1Sc1ccccc1N2,5%,?,-3%,2%,11%,-0.1%,1,-2,1,-3,0%
O=C(c1ccc(Cl)nc1)N1CCC(Cc2ccccc2)CC1,0%,6%,-1%,-1%,-14%,0.5%,-15,3,0,-9,-1%
Cc1ccc2cc(CN(CCN3CCCC3)C(=O)Nc3ccccc3)c(=O)[nH]c2c1C,1%,-4%,-7%,0%,-2%,-1.8%,7,10,0,10,-4%
Cc1ccc(-n2nc(C(=O)O)cc2-c2ccccc2)cc1,-2%,1%,·,0%,21%,-0.7%,15,6,11,14,-5%
CCOC(=O)c1cccc(NC(=O)c2ccc(NC(=O)c3ccco3)cc2)c1,-1%,?,3%,-3%,-6%,-0.1%,20,5,·,-1,2%
O=C(N/N=C/c1cc([N+](=O)[O-])ccc1O)c1cccc(NC(=O)c2cccc(Cl)c2)c1,-2%,0%,2%,13%,3%,-0.9%,?,-2,2,22,4%
CC(C)c1ccc(NC(=S)Nc2ccc3[nH]c(=O)[nH]c3c2)cc1,6%,5%,-4%,-2%,-15%,-0.8%,-2,-42,0,23,-1%
CC(CNS(=O)(=O)c1ccccc1)Sc1ncccn1 (stereo unspecified),1%,0%,3%,-1%,4%,0.0%,-19,3,0,-36,?
Cn1c(O)c(C=Nc2ccc(N3CCOCC3)cc2)c(=O)n(C)c1=S,15%,-16%,-3%,1%,17%,-0.1%,17,0,-4,-10,1%
COc1ccc(CCNC(=O)c2ccc3ccccc3n2)cc1OC,-1%,-5%,-3%,0%,14%,0.2%,10,-1,-1,10,?
CCc1nnc(NC(=O)c2nc3nccc(C)n3n2)s1,-5%,-7%,-6%,2%,8%,0.3%,12,2,0,-13,10%
Cc1cccc(N2CCN(C(=S)NC3CCCCC3)CC2)c1C,0%,?,2%,3%,-7%,0.0%,29,2,-1,-2,-5%
O=C(CCNc1ccccc1)c1ccc2c(c1)OCO2,1%,?,-2%,-1%,-14%,-0.7%,-8,-2,4,-7,2%
Cc1cccc(C(C)(C)C)c1OCCOCCN1CCCC1,2%,-2%,5%,1%,7%,-1.1%,-11,-11,4,9,3%
C/C=C(/C)C(=O)Nc1cccc(C2=NOC3(C2)C[C@@H](C(N)=O)N(C(=O)CC(c2ccccc2)c2ccccc2)C3)c1 (stereo partly specified),-4%,-9%,4%,-3%,3%,-0.1%,-25,-2,1,2,0%
Cc1nc2ncccn2c1-c1csc(NCc2ccco2)n1,0%,-18%,-8%,0%,-4%,0.0%,2,-11,-2,-1,-5%
C/C(=N\NC(=O)c1ccc(N2CCCC2=O)cc1)c1ccccc1,0%,-2%,-1%,-2%,-6%,-0.1%,-15,3,-1,23,·
COc1ccc(N(CC(=O)NCCc2ccccc2)C(=O)c2csnn2)cc1OC,0%,5%,1%,16%,2%,0.1%,-18,-1,3,-10,-2%
Cc1ccc(NC(=O)Nc2ccc3c(c2)OCO3)nc1,0%,?,?,0%,-3%,0.0%,10,·,0,-1,-2%
O=C1C=C(Nc2ccccc2C(=O)O)c2ccccc2C1=O,3%,?,-6%,-23%,-2%,-0.4%,29,-2,-49*,-3,-21%
CCCC(=O)Nc1ccc(NC(=O)c2ccccn2)cn1,2%,?,-3%,4%,-8%,-0.5%,-19,0,-3,2,-29%
CN(C)S(=O)(=O)N1CCC(Oc2cccc(C(=O)NCCCC3CCCC3)c2)CC1,1%,?,?,-10%,-11%,0.1%,24,42,·,-26,·
CCS(=O)(=O)c1ccc2oc(SCC(=O)NC34CC5CC(CC(C5)C3)C4)nc2c1,3%,?,0%,0%,-20%,-0.5%,-1,4,0,-12,-5%
O=S(=O)(c1ccc(Cl)c(Cl)c1)N1CCc2nc3ccccc3n2CC1,0%,8%,-1%,-5%,-5%,-0.3%,19,3,0,-12,3%
CN1CCC(=NNC(=O)COc2ccc(Cl)cc2)CC1,0%,-2%,-4%,1%,-7%,0.0%,2,5,3,1,1%
